GAA glycogen: GAA glycogen-cleavage inhibition or activation; Potency, µM (titrated, usually from 76.4 µM), without a hit: at the top dose activity change, negative = inhibition, hits mostly inhibitors; 300,000 tested, 0.38% active; recombinant GAA, glycogen substrate, Amplex Red glucose oxidase fluorescence; active means well fitted inhibition curve with a large enough effect; inconclusive means small, poorly fitted or top-dose-only effect, or another doubt; inactive means no such curve, though single readings can be large or run the other way;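 further: 0% = full enzyme reaction and -100% = no-enzyme basal signal; the screen sought inhibitors and activators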
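Recombinant human alpha-glucosidase (4 nM final) hydrolysed bovine liver glycogen (30 ug) for 40 min at 37 C in pH 5.0 citrate/phosphate with 0.01% Tween-20. Released glucose detected by glucose oxidase/Amplex Red, Ex 573/Em 610 nm. Compounds up to 77 uM; AC50 from Hill fits.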
Numbers without * were called inactive; u = inconclusive; & = joins results of further samples; [ ] = another dose, or the depositor's remark. Potency means the concentration at half of the fitted maximal effect.

SMILES	GAA glycogen
CCOC(=O)NC1Cc2ccccc2C1Sc1ccccn1 (configuration not stated)	5%
Cc1cc(OCCN2CCOCC2)ccc1Cl	1%[76.3 µM]
COc1ccc(CN2CCNC(=O)C2CC(=O)NC2CCCCCCC2)cc1OC (configuration not stated)	2%[76.3 µM]
COc1ccc(-c2noc(N3CCN(c4ccc(Cl)cc4)CC3)n2)cc1OC	u
O=C(N/N=C/c1ccco1)c1cc(-c2ccccc2)nc2ccccc12	2%[76.3 µM]
COc1ccc(Nc2nnc(-c3ccc(C(=O)NCCO)cc3)c3ccccc23)cc1	-3%[76.3 µM]
CN(CC(=O)Nc1ccc(OC(F)(F)F)cc1)S(=O)(=O)c1cnc[nH]1	-5%[76.3 µM]
O=C(Nc1ccc(S(=O)(=O)N2CCCCC2)cc1)c1ccccc1F	3%[76.3 µM]
COc1ccc2[nH]cc(CCNC(=O)CCC3CCCCC3)c2c1	-8%[76.3 µM]
COc1ccc(N(C(=O)CNC(=O)c2ccco2)C(C(=O)NCC2CCCO2)c2ccccc2)c(OC)c1 (configuration not stated)	-11%
COc1ccccc1C1=Nn2c(nc3sc(C(=O)Nc4ccccc4Cl)c(C)c3c2=O)SC1	7%[76.3 µM]
O=C(N1CCOCCOc2ccccc2OCCOCC1)C(F)(F)F	-15%[76.3 µM]
COCCCNC(=O)c1cc(-c2cccnc2)nc2ccccc12	-24%
COc1ccccc1P(=O)(Cc1ccccc1[N+](=O)[O-])c1ccccc1 (configuration not stated)	6%
S=C(NCc1ccccc1)NCc1ccco1	1%[76.3 µM]

Three entries from above, arranged by the number in GAA glycogen, lowest first.
SMILES	GAA glycogen
COCCCNC(=O)c1cc(-c2cccnc2)nc2ccccc12	-24%
COc1ccc(N(C(=O)CNC(=O)c2ccco2)C(C(=O)NCC2CCCO2)c2ccccc2)c(OC)c1 (configuration not stated)	-11%
COc1ccccc1P(=O)(Cc1ccccc1[N+](=O)[O-])c1ccccc1 (configuration not stated)	6%

Arranged by length of the SMILES (smallest number first): some entries from above.
SMILES	GAA glycogen
O=C(N/N=C/c1ccco1)c1cc(-c2ccccc2)nc2ccccc12	2%[76.3 µM]
COc1ccc(CN2CCNC(=O)C2CC(=O)NC2CCCCCCC2)cc1OC (configuration not stated)	2%[76.3 µM]
COc1ccc(N(C(=O)CNC(=O)c2ccco2)C(C(=O)NCC2CCCO2)c2ccccc2)c(OC)c1 (configuration not stated)	-11%

New compounds follow.
SMILES	GAA glycogen
CSc1ccc(/C=N/n2c(C3CCCCC3)n[nH]c2=S)cc1	u
O=C(NCCc1ccccn1)c1ccc2nc(Cc3ccccc3F)oc2c1	5%[76.3 µM]
CC1Sc2ccc(S(=O)(=O)N3CCC(C(=O)N(C)Cc4ccco4)CC3)cc2NC1=O (configuration not stated)	-5%[76.3 µM]
CCc1ccccc1Nc1ncnc2c1nc1n2CCCC1	15%[76.3 µM]
O=C(Nc1ccc(Cl)cc1)c1cc(S(=O)(=O)Nc2ccccn2)ccc1Cl	3%
COc1cccc(NC(=O)c2nnn(CC(=O)Nc3cc(C)cc(C)c3)c2N)c1	0%[76.3 µM]
COc1ccc(NC(=O)c2cc3ccccc3cc2O)cc1	-1%
CSc1ccc(S(=O)(=O)N2CCC(C(=O)NC3CC3)CC2)cc1	-1%
O=C(Nc1ccc(Cl)cc1F)c1cccc2ccccc12	-2%[76.3 µM]
CC1CCN(Cc2nnnn2CCCC(=O)NCC(C)(C)N2CCOCC2)CC1	-12%[76.3 µM]
Cc1noc(C)c1COc1ccc(C(=O)Nc2ccccn2)cc1	-4%[76.3 µM]
CC(=O)NNC(=O)c1[nH]c2ccc(Br)cc2c1-c1ccccc1	-4%
O=C(Nn1cnnc1)c1cc(Br)ccc1Cl	-9%[76.3 µM]
CCc1ccccc1NC(=O)C1CCC(CNS(=O)(=O)c2ccc3c(c2)CC(C)N3C(C)=O)CC1 (configuration not stated)	-4%[76.3 µM]
COC(=O)C(CO)NC(=O)C1CCCN1C(=O)CNC(=O)OCc1ccccc1 (configuration not stated)	1%
COc1cc(Nc2nc3c(S(=O)(=O)c4cccc(Cl)c4)nnn3c3ccsc23)cc(OC)c1	-1%[76.3 µM]
N#Cc1c[nH]n2c(NC3CCCCC3)c(-c3ccc(F)cc3)nc12	8%[76.3 µM]
COc1cc(CNc2ncc(-c3ccc(Br)cc3)n2C)cc(OC)c1O	u
COc1ccc(C2C(C(=O)c3ccc(C)o3)=C(O)C(=O)N2Cc2cccnc2)cc1OC (configuration not stated)	6%
COc1ccc(S(=O)(=O)Nc2c(NC3CCCCC3)c3ccccc3oc2=O)cc1OC	u
N#Cc1c(-c2ccncc2)cc(-c2ccc(F)cc2)nc1N	-3%
COc1ccccc1CC(=O)N1CCC(n2nccc2NC(=O)C2CCOC2)CC1 (configuration not stated)	-1%[76.3 µM]
O=C(O)C1CCN(S(=O)(=O)c2cccc3nsnc23)CC1	15%[76.3 µM]
Cc1noc(-c2ccc(N3CCC(C)CC3)c([N+](=O)[O-])c2)n1	-6%[76.3 µM]
O=C(c1ccc(Br)o1)N1CCN(CCOc2ccccc2)CC1	4%
Cc1noc(NS(=O)(=O)c2ccc(NC(=O)NC(C)(C(F)(F)F)C(F)(F)F)cc2)c1C	4%
Cc1ccc(Cn2nnc3c(=O)[nH]c(C4CCN(S(=O)(=O)/C=C/c5ccccc5)CC4)nc32)cc1	-8%
Oc1ccc(N=Nc2ccccc2-c2nn[nH]n2)c(O)c1	-4%
CCOC(=O)c1ccc(/C=N/O)[n+](Cc2ccccc2)c1	0%[76.3 µM]
CNS(=O)(=O)c1cc(NC(=O)c2cncn2-c2ccccc2)ccc1C	5%
COc1cc(OC)cc(C(=O)N2CC(=O)Nc3ccccc32)c1	5%[76.3 µM]
CCC(C(=O)Nc1ccc(C(=O)O)cc1NC(=O)C(CC)c1ccccc1)c1ccccc1 (configuration not stated)	13%[76.3 µM]
Cc1ccc(-c2nc(CS(=O)(=O)CC(=O)NCc3cccc(F)c3)c(C)o2)cc1	12%[76.3 µM]
CCOc1ccc(CCNS(=O)(=O)c2ccc3c(c2)N(C(C)=O)CCO3)cc1OCC	-4%[76.3 µM]
Cc1onc(-c2ccccc2)c1C(=O)Nc1ccccc1NC(=O)c1c(-c2ccccc2)noc1C	-14%[76.3 µM]
COc1ccc(N2C(=O)c3ccccc3C2O)cc1 (configuration not stated)	14%[76.3 µM]
CC1(C(=O)O)CCC(C(=O)NNC(=O)c2ccccc2O)C1(C)C (configuration not stated)	-12%
Cc1c(C(=O)N(C)c2cccc(C(F)(F)F)c2)sc2nc3n(c(=O)c12)CCCCC3	-15%[76.3 µM]
CN1CCN(c2nc3c(c(=O)[nH]c(=O)n3C)n2Cc2ccc(Cl)cc2)CC1	-1%[76.3 µM]
COc1ccc([C@]23Cc4ccccc4C(O2)c2c(cc(C)n(Cc4ccccc4)c2=O)O3)cc1	-28%[15.3 µM]
Cc1ccc(NC(=O)C2CCN(C(=O)c3cccs3)CC2)c(C)c1	-5%
CCOc1ccc2nc(SCC(=O)NCc3ccc(OC)cc3)[nH]c2c1	2%
Cc1cnc(NC(=O)c2ccc(Cl)nc2)s1	0%
COc1ccccc1CNc1ccc(-c2nc(-c3cccnc3)no2)cc1[N+](=O)[O-]	-6%[76.3 µM]
Cc1ccc(N2C(=O)N(CC(=O)Nc3ccc([N+](=O)[O-])cc3)C(=O)C2C)cc1 (configuration not stated)	-2%[76.3 µM]
Cc1ccc(CNC(=O)C2CCN(S(=O)(=O)c3ccc4c(c3)CC(C)N4C(=O)C3CCC3)CC2)o1 (configuration not stated)	-2%[76.3 µM]
CCOc1ccc(CNC(=O)CCC(=O)n2nc(C)c3ccccc32)cc1	-1%[76.3 µM]
Cc1c(-c2ccccc2)c(=O)oc2ccc(O)cc12	-9%[76.3 µM]
CCN(c1cccc(C)c1)S(=O)(=O)c1nnc(NC(=O)c2ccccc2Cl)s1	-13%[76.3 µM]
Cc1nc(-n2nc(C)c(Cc3ccc4c(c3)OCO4)c2C)sc1C(=O)Nc1cccc(Cl)c1	-18%[76.3 µM]
Cc1nn(-c2ccc(N3CCCCC3)nn2)c(C)c1CCC(=O)Nc1ccccc1F	-7%[76.3 µM]
Cc1nn(C)c(C)c1CN(C)C(=O)C1CCC(=O)N(C2CCCCCC2)C1 (configuration not stated)	2%[76.3 µM]
CCn1c(=O)c(=O)[nH]c2cc(C(=O)NC(C)c3ccc(S(N)(=O)=O)cc3)ccc21 (configuration not stated)	-17%
CCOc1ccc2[nH]c(C(=O)N/N=C/c3ccccc3OC)cc2c1	-14%
COc1ccccc1OCC(=O)NC1CC(C)(C)NC(C)(C)C1	-6%
O=C1C([N+](=O)[O-])=C(O)c2cccc3cccc1c23	-1%
Cc1ccc(S(=O)(=O)N2CCC(C)CC2)cc1C(=O)NCc1ccccn1	4%
Cc1cnccc1CN(C)C(=O)C1CCC(=O)N(Cc2ccccc2F)C1 (configuration not stated)	-2%[76.3 µM]
Cc1c(CC(=O)O)c(=O)oc2cc(OCc3ccc(F)cc3F)ccc12	4%
CN1C(=O)C(C)(C)c2cc(S(=O)(=O)NCCc3ccc(Cl)cc3)ccc21	12%[76.3 µM]

Of the compounds above, four contain an aryl thioether with sulfur outside any ring:
SMILES	GAA glycogen
CCOC(=O)NC1Cc2ccccc2C1Sc1ccccn1 (configuration not stated)	5%
CSc1ccc(/C=N/n2c(C3CCCCC3)n[nH]c2=S)cc1	u
CSc1ccc(S(=O)(=O)N2CCC(C(=O)NC3CC3)CC2)cc1	-1%
CCOc1ccc2nc(SCC(=O)NCc3ccc(OC)cc3)[nH]c2c1	2%

Next section
SMILES	GAA glycogen
CCCCNC(=O)CN1CCN(Cc2ccc3cc(OC)ccc3c2)CC1	-5%
O=C(NCCCNC(=O)c1ccco1)c1ccc(Cl)cc1	-1%
CC(C)CN1CCC(=O)N([C@H](CO)c2ccccc2)CC1	23%[76.3 µM]
COc1ccc(NC(=O)NS(=O)(=O)c2ccc(C)cc2)cn1	-6%
O=C(CCn1c(=O)c2cccn2c2ccccc21)Nc1ccc(F)cc1	-12%[76.3 µM]
CN1CCN(c2ccc(NC(=O)c3cc([N+](=O)[O-])ccc3N3CCOCC3)cc2)CC1	0%[76.3 µM]
Cc1ccc(NC(=S)N2CCN(S(=O)(=O)c3ccccc3)CC2)cc1C	-20%[76.3 µM]
O=c1[nH]c(=O)n(Cc2ccc(Oc3ccccc3)cc2)cc1Br	-3%
CCn1cc(Br)c(C(=O)Nc2sc3c(c2C(N)=O)CCCC3)n1	-9%[76.3 µM]
CC(C)(C)N=C(NS(=O)(=O)c1cccs1)c1ccccc1	-1%[76.3 µM]
Cc1nc(-c2ccccc2)sc1-c1ccc(SCC(=O)Nc2cccc(C(F)(F)F)c2)nn1	17%[76.3 µM]
CS(=O)(=O)Nc1ccc(-c2nc3ccccc3s2)cc1	-5%[76.3 µM]
Cn1c(N2CCOCC2)c(C=O)c2ccccc21	-3%
Cc1ccc(C)c(C(=O)CSc2nc(N)cc(=O)[nH]2)c1	-19%[76.3 µM]
N#Cc1c(N)c2ccccn2c1C(=O)c1ccc(Br)cc1	-7%
Cn1ncc(Cl)c1C(=O)N1CCC(Cc2ccccc2)CC1	2%[76.3 µM]
COC(=O)N1C(=O)[C@@](Cc2ccccc2)(c2ccccc2)N1C(=O)OC	-5%[76.3 µM]
CCc1ccc(C(C)(O)C(CN2CCOCC2)c2ccccc2)cc1 (configuration not stated)	-14%
CCC(=O)Nc1nnc(SCC(=O)Nc2ccc3c(c2)OCO3)s1	-1%[76.3 µM]
COc1cc(CN2CCN(S(=O)(=O)c3ccccc3)CC2)cc(OC)c1OC	0%[76.3 µM]
O=C(Nc1c2c(nn1-c1ccc(Cl)cc1)CS(=O)(=O)C2)c1ccccc1	5%[76.3 µM]
Cn1nccc1C(=O)N1CCC(Cc2ccccc2)CC1	-10%[76.3 µM]
COc1ccc(OC)c(C(=O)NC(CC(N)=O)c2ccc(N3CCC(N4CCCCC4)CC3)c([N+](=O)[O-])c2)c1 (configuration not stated)	-25%[76.3 µM]
Cc1cc(NC(=O)Nc2ccccc2[N+](=O)[O-])n(C)n1	-3%
Cc1cc(S(=O)(=O)NCCCN2CCOCC2)c(Cl)cc1Cl	-7%
COc1ccc(CNC(=O)C2CCN(c3nnc(N4CCCC4=O)s3)CC2)cc1	-4%[76.3 µM]
Cc1ccc(N(CC(=O)NC2CCCC2)C(=O)CCC(=O)Nc2ccccn2)cc1	-2%[76.3 µM]
COc1ccc(N(CC(=O)NCCSc2ccccn2)S(=O)(=O)c2ccccc2)cc1OC	-1%
CC(C)C(=O)Nc1ccc2c(c1)Cc1cc(NC(=O)C(C)C)ccc1-2	-8%[76.3 µM]
O=c1nc(-c2ccccc2)c2cc(SC(F)F)ccc2[nH]1	0%[76.3 µM]
COc1cccc(OCCNC(=O)c2cc(OC)c(OC)c(OC)c2)c1	7%
COC(=O)C1=C(C)N(Cc2ccccc2)C(=S)N[C@H]1c1ccccc1	-10%&2%[76.3 µM]
CCCOP(=O)(c1ccc(N(C)C)cc1)C(O)c1ccc(Cl)cc1 (configuration not stated)	-2%
Cc1ccc(S(=O)(=O)N2CCCC(C(=O)NCCc3ccccc3)C2)cc1 (configuration not stated)	-4%
Cc1ccc2c(c1)N(C(=O)CCC(=O)NCc1cccc(F)c1)CCO2	-23%[76.3 µM]
COc1ccc(OCc2cc(C(=O)N3C[C@@H](C)O[C@@H](C)C3)no2)c(Cl)c1	-1%[76.3 µM]
CCOCCCNC(=O)c1ccc(CS(=O)(=O)c2cccc(C(F)(F)F)c2)o1	-7%
COc1ccc(-c2nn(-c3ccccc3)cc2C=O)cc1[N+](=O)[O-]	0%[76.3 µM]

This is a subset; the hit share may differ from the screen's.
